Assay outcomes: PubChem BioAssay, Icahn School of Medicine at Mount Sinai
RBX1-CUL1 inh – blocks human RBX1-Cullin-1 di-ubiquitin formation; P62877+Q13616; in vitro K48 di-Ub FRET, acceptor:donor ratio, 45 min; inhibition, % at 10 µM; hit rate 0.6% among 140,000; in the data active means inhibition above about 25%
Target sequence (P62877 whole entry, looked up): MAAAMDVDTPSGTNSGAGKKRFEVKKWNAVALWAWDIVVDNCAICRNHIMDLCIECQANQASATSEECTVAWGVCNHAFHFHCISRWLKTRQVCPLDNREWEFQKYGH
Target sequence (Q13616 whole entry, looked up): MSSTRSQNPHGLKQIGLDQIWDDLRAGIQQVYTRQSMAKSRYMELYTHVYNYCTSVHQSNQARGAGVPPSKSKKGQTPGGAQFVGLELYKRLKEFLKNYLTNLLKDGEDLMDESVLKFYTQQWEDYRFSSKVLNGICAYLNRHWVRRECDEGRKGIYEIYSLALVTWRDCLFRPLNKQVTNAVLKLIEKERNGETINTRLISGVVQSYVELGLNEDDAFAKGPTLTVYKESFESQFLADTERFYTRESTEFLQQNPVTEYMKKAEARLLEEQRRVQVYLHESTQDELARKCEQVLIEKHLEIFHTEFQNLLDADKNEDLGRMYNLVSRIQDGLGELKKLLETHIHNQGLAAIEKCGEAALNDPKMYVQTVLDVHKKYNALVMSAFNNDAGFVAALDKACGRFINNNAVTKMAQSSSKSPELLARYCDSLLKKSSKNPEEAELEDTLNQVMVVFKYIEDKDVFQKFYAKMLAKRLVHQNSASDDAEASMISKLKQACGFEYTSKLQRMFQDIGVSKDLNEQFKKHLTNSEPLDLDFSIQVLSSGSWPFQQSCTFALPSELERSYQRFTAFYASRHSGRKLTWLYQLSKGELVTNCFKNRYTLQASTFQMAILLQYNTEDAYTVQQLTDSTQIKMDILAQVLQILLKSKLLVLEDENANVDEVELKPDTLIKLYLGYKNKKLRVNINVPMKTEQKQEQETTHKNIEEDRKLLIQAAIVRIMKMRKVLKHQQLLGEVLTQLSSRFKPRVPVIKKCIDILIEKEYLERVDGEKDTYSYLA
An asterisk follows results filed as active.

SMILES	RBX1-CUL1 inh
Cn1c(=O)c2c(-c3ccccc3)n3c(c2n(C)c1=O)C(c1ccco1)Nc1ccccc1-3 (stereo unspecified)	7.6
CCC(C)NC(=O)NCc1ccccc1Cl (stereo unspecified)	2.1
CCCCNC(=S)NNC(=O)c1csc(C(C)C)c1	-1.4
Cc1cc(OC(=O)c2ccc(C(=O)Oc3cc(C)nc4ncnn34)cc2)n2ncnc2n1	-4.8
Cn1cc(CCCC(=O)NCc2cccc(Br)c2)c2ccccc21	8.6
COCCCN1C(=O)CC(CC(=O)N2CCC(c3ccccc3F)C2)(c2ccccc2OC)C1=O (stereo unspecified)	5.8
CCNS(=O)(=O)c1ccc(NC(=O)c2ccncc2)cc1	-8.5
COc1ccc(NC(=O)c2cc3c(s2)-c2c(C)cccc2OC3)cc1Cl	3.0
Cc1ccc(/C=C(\C#N)C(=O)Nc2ccc(Br)cc2)o1	-5.2
CC(=O)N1c2ccc(S(=O)(=O)N3CCCCCC3)cc2CC1C(=O)NCc1ccccc1C (stereo unspecified)	-7.7
COc1ccc(Cl)cc1C(=O)NCc1nnnn1-c1ccccc1	-12.3
O=C(CCN1CCc2ccccc2C1)c1ccc2c(c1)OCCO2	-3.1

Entries from the list above with bromine, in the order listed:
SMILES	RBX1-CUL1 inh
Cn1cc(CCCC(=O)NCc2cccc(Br)c2)c2ccccc21	8.6
Cc1ccc(/C=C(\C#N)C(=O)Nc2ccc(Br)cc2)o1	-5.2

Later entries.
SMILES	RBX1-CUL1 inh
CCOc1ccc(NC(=O)c2cnn(-c3ccccc3)c2-n2cccc2)cc1	2.6
Cc1ccccc1C1(CC(=O)N2CCN(CCO)CC2)CC(=O)N(Cc2ccncc2)C1=O (stereo unspecified)	-3.2
O=C(O)c1ccc2c3c(cccc13)C(=O)N(Oc1ccc([N+](=O)[O-])cc1[N+](=O)[O-])C2=O	9.0
COc1ccc(CCN2CC(NC(=O)c3ccc(SC)cc3)CC2=O)cc1 (stereo unspecified)	5.4
COCC1CCCN(C(=O)c2cc(COc3ccc4ncccc4c3)on2)C1 (stereo unspecified)	8.6
CC(CC(=O)Nc1ccc(F)cc1)S(=O)(=O)c1cc2c3c(c1)CCN3C(=O)CC2 (stereo unspecified)	1.2
COC(=O)c1ccc(NCCC(=O)O)cc1	4.3
O=c1[nH]c2cc3nc[nH]c3cc2[nH]c1=O	10.2
Cc1nnc(SCc2ccc(Cl)cc2)s1	4.7
COc1ccccc1OC(C)C(=O)N1CCN(CCc2ccccn2)CC1 (stereo unspecified)	10.6
CCOC(=O)c1c(-c2ccc(C)o2)csc1NC(=O)CSc1nc2scc(-c3ccc(Cl)cc3)c2c(=O)n1-c1ccccc1	-1.5
COC(=O)C(CC(=O)CSc1nc(C)cc(C)c1C#N)NC(=O)C(F)(F)F (stereo unspecified)	2.1
CCOC(=O)C1=C(c2ccccc2)N=c2s/c(=C/c3ccccc3OC)c(=O)n2C1c1ccc2c(c1)OCO2 (stereo unspecified)	4.0
CC(C(=O)NC(C)(C)C)N1C(=O)c2cccc3cccc(c23)C1=O (stereo unspecified)	1.9
O=C(O)C1C2C=CC(C2)C1C(=O)NCCCN1CCOCC1 (stereo unspecified)	0.9
c1cc(CNCc2ccc3[nH]c4c(c3c2)CCCCCC4)ccn1	1.7
O=C(Nc1ccc(Br)cc1)C1CC1	2.1
CC(=O)N1CCc2cc(Br)cc(S(=O)(=O)NCCc3cccc(C)c3)c21	-1.0
CCCCNC1=C(C(=O)Nc2ccccc2)S(=O)(=O)c2ccccc21	1.3
CSc1ccccc1C(=O)NCc1nc(-c2cccc(NC(=O)C3CCCN(C)C3)c2)oc1C (stereo unspecified)	-0.8
Fc1ccc(Cc2cn3cc(-c4ccc(F)cc4)nc3s2)cc1	1.7
CC(=O)C1C(=O)c2ccccc2/C1=N/n1cnnc1 (stereo unspecified)	-3.9
O=C(COc1ccccc1-c1ccnn1-c1ccccc1)N/N=C\C1=C(Cl)c2ccccc2OC1	-4.4
O=C(Cn1ncn2cccc2c1=O)NCc1cccc(Br)c1	-2.7
CCSc1nc2scc(-c3ccccc3)c2c(=O)[nH]1	-4.6
CCC(C)n1c(=N)c(S(=O)(=O)c2ccccc2)cc2c(=O)n3ccccc3nc21 (stereo unspecified)	-3.9
COc1ccc(CNC(=O)CCC2CCCN(Cc3cccc(C)n3)C2)c(OC)c1 (stereo unspecified)	-4.8
O=C(c1ccc2c(c1)N(Cc1c(F)cccc1Cl)C(=O)c1ccccc1S2)N1CCOCC1	-1.3
Cc1ccc(NC(=N[C@H](C)c2ccccc2)C(=N[C@H](C)c2ccccc2)Nc2ccc(C)cc2)cc1	2.1
COc1ccc(C(C)C)cc1S(=O)(=O)NC(C)C	-7.6
Cc1c(-c2cccc3c2CC(C)(C)O3)ccc(N)c1C#N	-3.8
Cc1ccc(-c2nc3scc(CCNC(=O)Cc4ccc(Cl)cc4)n3n2)cc1	-0.2
O=C1N(c2ccccc2)C2CS(=O)(=O)CC2N1c1ccc(Br)cc1 (stereo unspecified)	7.2
COc1ccc(Cl)cc1C(=O)NC(=S)Nc1cccc(C)n1	1.8
Cc1ccccc1NC(=O)c1sc(Cl)nc1-c1ccccc1	0.9
COc1ccc(NC(=O)C2CCCN(S(=O)(=O)c3ccc(Cl)cc3)C2)cc1 (stereo unspecified)	0.0
Cc1ccc(N2C(=O)NC(=O)C3C2=NC(=O)C3(NC(=O)C(C)(C)C)C(F)(F)F)cc1 (stereo unspecified)	-6.4
CN(C)c1ccc(NC(=O)CN2C(=O)c3ccccc3Sc3ccc(C(=O)N4CCCC4)cc32)cc1	0.0
CC1CC2(C)CC(C(=O)O2)C1C(=O)O (stereo unspecified)	-13.0
CCOC(=O)c1[nH]nc(C(=O)c2ccccc2)c1-c1ccccc1Cl	-9.2
CCc1ccc(NC(=O)C(C)n2nnc3sc(-c4ccccc4)cc3c2=O)cc1 (stereo unspecified)	6.5
COC(=O)c1c(-c2ccc(C)cc2)csc1NC(C)=O	-5.0
O=C(NCCN1CCOCC1)c1ccc(N2CCC(NCc3cccc(-n4cccn4)c3)CC2)cc1	4.1
CCc1ccccc1N=C1S/C(=C\c2ccc(O)cc2)C(=O)N1c1ccccc1CC	-0.4
COc1cccc(OC)c1C(=O)NN1C(=O)c2ccccc2C1=O	6.1
O=C(Nc1cccc(Cl)c1Cl)c1ccc(S(=O)(=O)N2CCOCC2)cc1	-6.1
O=C1N(Cc2cccnc2)C[C@@H]2C[C@@H](c3cc4ccccc4o3)N3CCC[C@@]123	-0.6
COC(=O)c1ccc(C(=O)OC)c(NC(=O)c2ccc(-c3cccc(C(F)(F)F)c3)o2)c1	5.0
COc1ccc(C2CC(c3ccccc3)=Nc3nc(NC(C)=O)nn32)cc1 (stereo unspecified)	1.2
C=CCOc1ccc2c(C)c(CC(C)C)c(=O)oc2c1	9.3
COCCNC(=O)C1CCN(S(=O)(=O)c2ccc3c(c2)CCCN3C(C)=O)CC1	-3.8
CCOc1ccc(S(=O)(=O)NC2CC(C)(C)NC(C)(C)C2)cc1OCC	7.4
Cn1nnnc1SCCCNCc1cccc(OCc2ccc(F)cc2)c1	0.4
CCS(=O)(=O)c1ncc(N(Cc2ccccc2)Cc2ccco2)c(C(=O)Nc2ccccc2C)n1	-0.5
CCSc1nnc(NC(=O)c2cccc(C)c2)s1	10.4
COc1ccc2ccc3cccc[n+]3c2c1	4.4
CCOCc1nnc(NC(=O)c2cccc(NC(=O)c3ccccc3)c2)s1	1.8
Cc1c(C#N)c2ccc(O)c(CN(C)C)c2n1-c1ccccc1	5.5
COC(CNC(=S)Nc1cc(C)ccc1C)OC	-10.5
O=C(CCCCCCC(=O)OCC(=O)c1ccc2c(c1)OCCO2)OCC(=O)c1ccc2c(c1)OCCO2	-4.4

Arranged by heavy-atom count (smallest number first): part of the list above.
SMILES	RBX1-CUL1 inh
COc1ccc2ccc3cccc[n+]3c2c1	4.4
COC(CNC(=S)Nc1cc(C)ccc1C)OC	-10.5
C=CCOc1ccc2c(C)c(CC(C)C)c(=O)oc2c1	9.3
Cc1c(C#N)c2ccc(O)c(CN(C)C)c2n1-c1ccccc1	5.5
COc1cccc(OC)c1C(=O)NN1C(=O)c2ccccc2C1=O	6.1
CCOc1ccc(S(=O)(=O)NC2CC(C)(C)NC(C)(C)C2)cc1OCC	7.4
COc1ccc(C2CC(c3ccccc3)=Nc3nc(NC(C)=O)nn32)cc1 (stereo unspecified)	1.2
O=C1N(Cc2cccnc2)C[C@@H]2C[C@@H](c3cc4ccccc4o3)N3CCC[C@@]123	-0.6
COCCNC(=O)C1CCN(S(=O)(=O)c2ccc3c(c2)CCCN3C(C)=O)CC1	-3.8
CCc1ccccc1N=C1S/C(=C\c2ccc(O)cc2)C(=O)N1c1ccccc1CC	-0.4
COC(=O)c1ccc(C(=O)OC)c(NC(=O)c2ccc(-c3cccc(C(F)(F)F)c3)o2)c1	5.0
CCS(=O)(=O)c1ncc(N(Cc2ccccc2)Cc2ccco2)c(C(=O)Nc2ccccc2C)n1	-0.5
O=C(NCCN1CCOCC1)c1ccc(N2CCC(NCc3cccc(-n4cccn4)c3)CC2)cc1	4.1
O=C(CCCCCCC(=O)OCC(=O)c1ccc2c(c1)OCCO2)OCC(=O)c1ccc2c(c1)OCCO2	-4.4

Remaining list, next part:
SMILES	RBX1-CUL1 inh
O=C(NC(OCCOC(NC(=O)c1ccccc1)C(Cl)(Cl)Cl)C(Cl)(Cl)Cl)c1ccccc1 (stereo unspecified)	-1.1
CCOC(=O)NC(Nc1ccc(S(=O)(=O)Nc2nc(C)cc(C)n2)cc1)(C(=O)OCC)C(F)(F)F (stereo unspecified)	-1.5
CN(C(=S)NC(=O)C(C)(C)C)c1ccccc1	6.1
CCn1c(-c2ccccc2Cl)nn(CC(=O)Nc2ccc(OC)cc2)c1=S	3.1
Cc1ccc(NS(=O)(=O)c2ccc(NC(=O)Nc3ccc(Cl)cc3)cc2)c(C)c1	-4.2
CCOC(=O)C1=C(C)OC(=N)C(C#N)C1c1ccc(OCc2ccccc2)c(OCC)c1 (stereo unspecified)	6.1
CC1(C)CC(=O)C(C2=NC3(CCCCC3)Cc3ccccc32)C(=O)C1	2.7
CCCCOC(=O)c1ccc(NC(=O)Cn2nnc3sc4c(c3c2=O)CCCC4)cc1	0.3
Cc1nc2c(-c3ccc(F)cc3)c(C)nn2c(C)c1CCC(=O)NCc1ccc(F)cc1	-9.8
NC(=O)c1nn(-c2ccccc2)nc1/C=C/C(=O)O	1.5
O=[N+]([O-])c1ccc(Sc2nc3ccccc3o2)nc1Sc1nc2ccccc2o1	0.9
CCn1c2ccccc2c2cc(/C=N/NC(=O)c3nonc3N)ccc21	-8.2
Cc1cccc(OCc2nnc(SCC(=O)Nc3ccc(C)cc3C)o2)c1	7.9
N#CCN1C(=O)C(=O)C(C(=O)c2ccccc2)C1c1cccnc1 (stereo unspecified)	-11.0
COC(=O)c1ccc(CN2CCC(C(Cc3cccc(OC)c3)N(C)Cc3ccncc3)CC2)cc1 (stereo unspecified)	-2.1
CC(=O)c1cccc(NC(=O)C2CCCC2)c1	1.7
CSc1ccc(CCNC(=O)C2=C(C)C(=O)OC23CCCCC3)cc1	5.8
CC(=O)c1nn(-c2ccccc2)c(C)c1C(C)=O	5.0
CC(C)(C)OC(=O)c1cc([N+](=O)[O-])cnc1N	10.5
Cc1nc(CCNC(=O)CC2C(=O)NCCN2Cc2ccccn2)nc2c1CCC2 (stereo unspecified)	-1.1
CC(C)(C)c1ccc(C2(c3ccc(Cl)cc3)OCC(Cn3ccnc3)O2)cc1 (stereo unspecified)	-2.5
COc1ccc(CNCCC(c2ccc(C)cc2)c2ccco2)cc1 (stereo unspecified)	-8.9
CCOC(=O)c1c(NC(=O)c2cc(OC)cc(OC)c2)sc(C)c1-c1ccc(F)cc1	-3.7
CC(=O)Nc1ccc(C2c3c(n[nH]c3-c3ccc4ccccc4c3)OC(=N)C2C#N)cc1 (stereo unspecified)	3.3
COc1cccc(-c2cn3c(n2)sc2cc(C(=O)NCCCc4ccccc4)ccc23)c1	-0.7
CN(c1ccc(F)cc1)S(=O)(=O)N1CCCC(C(=O)NCCc2ccccc2)C1 (stereo unspecified)	-0.7
CCCCOc1ccc(-c2c(C#N)c(N)[nH]c(=S)c2C#N)cc1OC	4.2
O=C(Nc1ccccc1)c1ccc(OCC2CCCO2)c(Br)c1 (stereo unspecified)	-8.2
Cc1c(N(Cc2ccc(F)cc2)S(C)(=O)=O)c(=O)n(-c2ccccc2)n1C	3.5
O=S(=O)(Nc1ccc2ccccc2c1)c1c(Cl)cccc1Cl	0.1
O=c1cc(C(F)(F)C(F)(F)C(F)(F)C(F)(F)Cl)[nH][nH]1	6.5
Cc1ccc(OC(C)C(=O)Nc2cccc(NC(=O)C(C)Oc3ccc(C)cc3)c2)cc1 (stereo unspecified)	6.1
O=C(NCc1ccccc1)c1ccco1	6.2
Cc1ccc2nc(-c3ccc(N4C(=O)CC(N5CCSCC5)C4=O)cc3)sc2c1 (stereo unspecified)	5.0
Cc1ccccc1N1C(=O)c2ccc(S(=O)(=O)c3ccc(Cl)cc3)cc2C1=O	-5.0
S=C1SCN(c2ccccc2)CN1c1ccc(Br)cc1	4.6
O=C(c1ccc(N2CCCC2)nc1)N1CCC(Oc2cccnc2)CC1	-2.1
CCOC(=O)C1CCCN(C(=O)c2ccc(NC(=O)c3nsc4ccccc34)cc2)C1 (stereo unspecified)	4.4
Fc1cccc(Cl)c1CNc1n[nH]c(-c2ccco2)n1	-14.4
CC(C)Oc1ccc(NC(=O)C2CCN(S(=O)(=O)N(C)C)CC2)cc1	3.4
CCn1c2ccccc2c2cc(NC(=O)COC)ccc21	-8.4
COc1cccc(C(=O)Nc2ccc(S(=O)(=O)N(Cc3ccccc3)c3ccccc3)cc2)c1	1.5
O=C(CSc1nc2sc3c(c2c(=O)n1-c1ccccc1)CCC3)NCCc1ccccc1	7.4
Cc1c(C(=O)Nc2cccc(C(F)(F)F)c2)oc2ccc3c(c12)C(=O)CC(C)(C)O3	0.7
COc1cccc(C2c3c(n[nH]c3C)OC(=N)C2[N+](=O)[O-])c1 (stereo unspecified)	9.5
COc1cc(C)c(/C=N/NC(=O)C(NC(=O)COc2ccc3c(c2)CCCC3)C(C)C)cc1C(C)C (stereo unspecified)	1.6
O=C(NCc1ccc(Cl)cc1)c1ccc(CNS(=O)(=O)c2ccc(F)cc2)cc1	0.1

Some of the compounds tested; the hit share may differ from the screen's.
